Screening data as filed in PubChem.
GPR55 LPI antagonism: GPR55 antagonists blocking LPI-driven arrestin recruitment, primary screen, imaging, U2OS, beta-arrestin-GFP, LPI agonist (AID 2013); actives 0.13% (n = 290,000); one-dose inhibition, % at 10 µM; IC50 in µM for titrated hits; U2OS GPR55 beta-arrestin-GFP translocation imaging, LPI antagonism; higher % means a stronger effect;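 active = spots per cell inhibited over 60%, with over 100 cells counted and total cytoplasm intensity under 500,000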;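 note: U2OS cells stably carrying GPR55 and arrestin-GFP stimulated by 5 µM LPI near EC80; imaged beta-arrestin-GFP aggregate spots per cell after agonist stimulation; plate controls were LPI-stimulated DMSO wells for no effect and DMSO wells without LPI for full effect; some results filed as inactive read as strong as hits; confirmed hits need IC50 under 10 µM and bright autofluorescent wells are also inconclusive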
GPR55 activation: selective activators of receptor GPR55 – imaging, U2OS cells, beta-arrestin-GFP redistribution, primary screen (AID 1961). actives 0.048% (n = 290,000). one-dose activation, % at 10 µM; EC50 in µM for titrated hits. U2OS GPR55 beta-arrestin-GFP redistribution imaging; higher % means a stronger effect;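 active = activation above 40% with more than 50 cells counted in the well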;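 note: U2OS osteosarcoma cells stably expressing GPR55 and beta-arrestin-GFP; plate controls were DMSO negative control for no effect and LPI positive control for full effect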
K1F lysis inhibition: protection from phage-mediated lysis, alamar blue read-out – E. coli UTI89, K1F phage, bacterial capsule biogenesis inhibitors (AID 488966); E. coli UTI89 K1F phage lysis, alamar blue, 2 h; higher % means a stronger effect; inhibition, % at 100 µM, or IC50 in µM where a hit was titrated; actives 0.02% (n = 340,000);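 active = phage lysis inhibition, versus mean bacterial control, above a set limit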;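 note: capsule biogenesis inhibitors block K1F phage lysis so surviving cells raise fluorescence; higher fluorescence means more inhibition of phage lysis; actives were called in the ten point dose series up to 300 µM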
NOD1 NF-kB reporter: inhibition of NOD1-driven NF-kB reporter – cell-based, luminescence, uHTS, primary screen (AID 1578); NOD1-driven NF-kB luciferase reporter cells, luminescence; higher % means a stronger effect; actives 1% (n = 290,000); one-dose inhibition, % at 4 µM; EC50 in µM for titrated hits; in the data active = inhibition mostly above about 36%, no sharp cut-off; inactive = mostly below about 34%;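 note: HEK-293T reporter cells stimulated with the NOD1 agonist gamma-tri-DAP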
NTR1 agonist: NTR1-driven beta-arrestin-GFP spot formation – imaging, U2OS cells, high content, primary screen (AID 493036); activation, % at 20 µM; actives 0.17% (n = 330,000); agonist mode; P30989;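 active = activation at or above 40% of the spot to cytoplasm intensity ratio, with at least 20 cells analyzed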;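 note: 0% = DMSO without peptide and 100% = 100 nM NTR1 peptide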
Target sequence (P30989 whole entry, looked up): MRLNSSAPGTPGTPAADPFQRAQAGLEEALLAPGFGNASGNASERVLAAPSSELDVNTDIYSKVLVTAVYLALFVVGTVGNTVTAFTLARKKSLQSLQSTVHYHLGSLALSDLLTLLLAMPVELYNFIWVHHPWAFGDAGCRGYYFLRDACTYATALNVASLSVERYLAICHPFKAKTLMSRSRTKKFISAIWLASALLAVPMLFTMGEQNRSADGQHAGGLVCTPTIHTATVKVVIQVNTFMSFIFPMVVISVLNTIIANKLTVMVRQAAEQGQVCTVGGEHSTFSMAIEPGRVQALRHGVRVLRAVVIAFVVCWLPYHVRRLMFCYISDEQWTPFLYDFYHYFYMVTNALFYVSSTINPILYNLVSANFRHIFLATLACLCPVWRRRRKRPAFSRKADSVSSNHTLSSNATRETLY
GPR35 antagonists: inhibition of zaprinast-stimulated GPR35 beta-arrestin translocation – imaging, U2OS, beta-arrestin-GFP, zaprinast agonist, primary screen (AID 2058); U2OS GPR35 beta-arrestin-GFP translocation imaging, zaprinast antagonism; higher % means a stronger effect; inhibition, % at 10 µM, or IC50 in µM where a hit was titrated; actives 0.052% (n = 290,000);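 active = inhibition of at least 50% with at least 30 cells and total cytoplasm GFP at most 10,000,000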
KOR beta-arrestin-1: kappa opioid receptor blockers – cell-based, luminescence, uHTS (AID 1778). KOR beta-arrestin recruitment, luminescence, antagonist mode; higher % means a stronger effect. one-dose inhibition, % at 10 µM; IC50 in µM for titrated hits. actives 0.091% (n = 290,000); in the data active = inhibition above about 50%; note: strong numbers were not always called active
MgcRacGAP inhibition: MgcRacGAP GTPase-activating activity inhibitors, confirmation, biochemical, ADP Hunter fluorescence | MgcRacGAP-stimulated Rac1 GTP hydrolysis, ADP Hunter fluorescence; higher % means a stronger effect; GST-tagged Rac1 F28L mutant substrate | actives 0.6% (n = 340,000) | inhibition, % at 30 µM; hits with a dose series show IC50 in µM;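 active = first-screen hits whose inhibition reached a set limit at any dose in the follow-up dose series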;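 note: fluorescence reports GDP produced by GAP-driven GTP hydrolysis; strong numbers were not always called active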
KOR beta-arrestin-2: kappa opioid receptor activators – cell-based, luminescence, uHTS, primary screen (AID 1777); KOR beta-arrestin recruitment, luminescence; higher % means a stronger effect; activation, % at 10 µM, or EC50 in µM where a hit was titrated; actives 0.02% (n = 280,000); in the data active = activation above about 50%, passing the limit was not always enough; note: a part of the inactive calls stands beside numbers as strong as those of hits
NTR1 agonist cell count 20 µM: further read-out of NTR1 agonist, marked with its call; cell count; measured here: cell count, cytotoxicity flag
Active calls of the source: *; . = no result given; [ ] = remark or other dose.

SMILES	GPR55 LPI antagonism	GPR55 activation	K1F lysis inhibition	NOD1 NF-kB reporter	NTR1 agonist	NTR1 agonist cell count 20 µM	GPR35 antagonists	KOR beta-arrestin-1	MgcRacGAP inhibition	KOR beta-arrestin-2
COCCCn1c(C(=O)NCCC2=CCCCC2)cc2c(=O)n3cccc(C)c3nc21	0%	-0.1%	0.3%	5%	5.2	83	-4%	-89%	16%	6.8%
O=C(c1cccc(F)c1)N1CCCC(C(=O)N2CCCCCC2)C1 (stereo not drawn)	6%	0.0%	1.3%[50 µM]	-4%	0.5	46	14%	36%	8%	0.0%
Cc1nn(C)cc1C(C(=O)NC1CCCCC1)N(C(=O)Cc1cccs1)c1ccc(Cl)cc1 (stereo not drawn)	18%	0.1%	1.3%	-9%	1.6	51	2%	17%	8%	7.2%
COC(=O)C1=C(C)NC(C)=C(C(=O)OC)C1c1ccc(OC(=O)c2ccco2)cc1	1%	0.0%	1.7%	-35%	1.4	54	1%	6%	3%	3.9%
COC(=O)c1nnn(-c2ccc(Cl)c(Cl)c2)c1C(=O)OC	-3%	-0.3%	1.8%	-37%	-1.3	67	-4%	-15%	-6%	2.3%
COc1ccc(OC)c(/C=N/N2CCN(c3ccc(Cl)cc3)CC2)c1	5%	-0.1%	-0.1%	-1%	0.9	55	-7%	-11%	11%	-4.5%
COc1cc(/C=N/NC(=O)CNC(=O)c2ccc3c(c2)OCCO3)ccc1O	15%	0.1%	-0.5%	-10%	-0.4	61	4%	41%	55µM*	-2.3%
O=C1/C(=C/c2ccccc2Cl)SC(=S)N1CCCC(=O)N(CCO)c1ccccc1	12%	-0.1%	-0.2%	-1%	30	64	-6%	15%	9%	-2.0%
CCc1cc(C(=O)N2CCOCC2)c(NC2=NS(=O)(=O)c3ccccc32)s1	10%	-0.2%	0.5%	-8%	1.5	44	-2%	3%	16%	-6.6%
COC(=O)CN1C(=O)[C@H]2[C@@H](C3CC3)N3C(=O)CN(CCO)C(=O)[C@@]3(Cc3ccccc3)[C@H]2C1=O	-11%	-0.1%	1.1%	47%	-2.8	95	6%	-32%[20 µM]	8%	-6.3%
C/C(=C\c1ccccc1)C(=O)NCc1ccco1	-2%	0.1%	0.2%	-4%	-1.0	93	3%	-32%	6%	4.3%
CC(C)(C)NC(=O)COc1ccc(CNc2ncn[nH]2)cc1	17%	-0.1%	0.2%	-24%	2.7	48	4%	-3%	2%	0.9%
COc1cc(/C=C/C(=O)c2ccc(C)c([N+](=O)[O-])c2)cc(OC)c1O	11%	2.2%	1.6%	56%	30	64	-9%	66%	11%	-9.5%
CCCS(=O)(=O)N1CCN(Cc2ccncc2)CC1	-19%	-0.1%	2.7%	0%	0.1	63	-4%	11%	14%	-2.1%
CCCCCCSc1nc2c(c(=O)[nH]c(=O)n2C)n1C	22%	-0.2%	4.1%	0%	5.0	60	6%	-14%	5%	1.1%
O=C(NCCCl)Nc1cc([N+](=O)[O-])ccc1Cl	10%	-0.2%	-2.1%	-31%	2.9	18	-2%	4%	6%	0.3%
COc1ccc(NC(=O)CC(C)c2ccccc2)c([N+](=O)[O-])c1 (stereo not drawn)	3%	-0.2%	0.9%	-28%	2.1	37	-7%	.	-2%	-3.3%
CCOc1nc(C)ccc1-c1noc(-c2ccccc2OC)n1	8%	0.3%	0.8%	-38%	2.2	89	14%	-15%	9%	6.8%
Cc1cccc(NS(=O)(=O)c2nnc(NC(=O)c3ccccc3F)s2)c1	1%	-0.1%	0.6%	25%	3.8	73	-3%	5%[20 µM]	1%	0.3%
O=C(CCN1CCOCC1)NNC(=O)/C(=C/c1ccccc1)NC(=O)c1ccccc1	92%	-0.3%	1.1%	-29%	-0.3	57	2%	-9%	2%	-4.6%
CCCC(=O)Nc1cccc(NC(=O)c2ccc(C)c([N+](=O)[O-])c2)c1	11%	-0.3%	-0.2%	-48%	3.3	52	12%	-20%	6%	-0.1%
CC(=O)c1ccc(N2CCN(C(=O)CCN3C(=S)NC(C)(C)CC3C)CC2)cc1 (stereo not drawn)	13%	-0.6%	0.4%	-38%	1.3	70	-3%	24%	-2%	-3.3%
O=C1c2ccccc2NC(c2ccc(F)cc2)N1Cc1ccccc1 (stereo not drawn)	-5%	0.0%	0.1%	-8%	0.1	92	1%	-6%	12%	-3.6%
O=C(N/N=C/c1ccco1)c1cc(-c2ccc(Cl)s2)[nH]n1	14%	1.4%	-0.4%	5%	-1.1	36	9%	18%	6%	-3.1%
COc1ccc(C(CCNCc2ccc(OC(C)C)cc2)c2ccccc2OC)cc1 (stereo not drawn)	38%	0.0%	0.2%	-9%	25	98	-5%	-36%	7%	-4.9%

Some of the entries above, set out differently:
compound | GPR55 LPI antagonism | GPR55 activation | K1F lysis inhibition | NOD1 NF-kB reporter | NTR1 agonist | NTR1 agonist cell count 20 µM | GPR35 antagonists | KOR beta-arrestin-1 | MgcRacGAP inhibition | KOR beta-arrestin-2
CCCS(=O)(=O)N1CCN(Cc2ccncc2)CC1 | -19% | -0.1% | 2.7% | 0% | 0.1 | 63 | -4% | 11% | 14% | -2.1%
CCCCCCSc1nc2c(c(=O)[nH]c(=O)n2C)n1C | 22% | -0.2% | 4.1% | 0% | 5.0 | 60 | 6% | -14% | 5% | 1.1%
O=C(NCCCl)Nc1cc([N+](=O)[O-])ccc1Cl | 10% | -0.2% | -2.1% | -31% | 2.9 | 18 | -2% | 4% | 6% | 0.3%
COc1ccc(NC(=O)CC(C)c2ccccc2)c([N+](=O)[O-])c1 (stereo not drawn) | 3% | -0.2% | 0.9% | -28% | 2.1 | 37 | -7% | . | -2% | -3.3%
CCOc1nc(C)ccc1-c1noc(-c2ccccc2OC)n1 | 8% | 0.3% | 0.8% | -38% | 2.2 | 89 | 14% | -15% | 9% | 6.8%
Cc1cccc(NS(=O)(=O)c2nnc(NC(=O)c3ccccc3F)s2)c1 | 1% | -0.1% | 0.6% | 25% | 3.8 | 73 | -3% | 5%[20 µM] | 1% | 0.3%
O=C(CCN1CCOCC1)NNC(=O)/C(=C/c1ccccc1)NC(=O)c1ccccc1 | 92% | -0.3% | 1.1% | -29% | -0.3 | 57 | 2% | -9% | 2% | -4.6%
CCCC(=O)Nc1cccc(NC(=O)c2ccc(C)c([N+](=O)[O-])c2)c1 | 11% | -0.3% | -0.2% | -48% | 3.3 | 52 | 12% | -20% | 6% | -0.1%
CC(=O)c1ccc(N2CCN(C(=O)CCN3C(=S)NC(C)(C)CC3C)CC2)cc1 (stereo not drawn) | 13% | -0.6% | 0.4% | -38% | 1.3 | 70 | -3% | 24% | -2% | -3.3%
O=C1c2ccccc2NC(c2ccc(F)cc2)N1Cc1ccccc1 (stereo not drawn) | -5% | 0.0% | 0.1% | -8% | 0.1 | 92 | 1% | -6% | 12% | -3.6%
O=C(N/N=C/c1ccco1)c1cc(-c2ccc(Cl)s2)[nH]n1 | 14% | 1.4% | -0.4% | 5% | -1.1 | 36 | 9% | 18% | 6% | -3.1%
COc1ccc(C(CCNCc2ccc(OC(C)C)cc2)c2ccccc2OC)cc1 (stereo not drawn) | 38% | 0.0% | 0.2% | -9% | 25 | 98 | -5% | -36% | 7% | -4.9%

Additional compounds.
SMILES	GPR55 LPI antagonism	GPR55 activation	K1F lysis inhibition	NOD1 NF-kB reporter	NTR1 agonist	NTR1 agonist cell count 20 µM	GPR35 antagonists	KOR beta-arrestin-1	MgcRacGAP inhibition	KOR beta-arrestin-2
CC(=O)c1ccc(OC(=O)COc2ccccc2Cl)cc1	4%	-0.1%	1.1%	-18%	0.0	49	-11%	-19%[20 µM]	11%	4.6%
CN1CCN(/C=N/C2=C(C#N)C(c3ccccc3)C3=C(CC(C)(C)CC3=O)O2)CC1 (stereo not drawn)	20%	0.2%	1.8%	3%	-0.4	63	2%	4%	1%	1.4%
CC(Sc1nnc(COc2ccc3ccccc3c2)n1C)C(=O)O (stereo not drawn)	27%	-0.2%	0.6%	3%	4.8	76	16%	11%	6%	-6.9%
CS(=O)(=O)N(CC(=O)NCCSCc1ccccc1)c1ccccc1	6%	0.2%	1.0%	-28%	0.6	55	7%	-6%[20 µM]	1%	.
O=[N+]([O-])c1ccc(N2CCN(c3cccc(Cl)c3)CC2)nc1	0%	0.6%	0.1%	-5%	-1.0	52	-4%	5%	5%	-1.2%
CCn1cc(CN2CCCC(C(=O)Nc3cccc(-c4cc5ccccc5[nH]4)c3)C2)cn1 (stereo not drawn)	13%	-0.1%	-0.2%	-33%	0.8	49	1%	-77%	16%	4.1%
Cc1cc(C)nc(NNC2=CC(=[N+]3CCCCC3)CC(C)(C)C2)n1	8%	0.5%	0.0%	-7%	0.0	53	-12%	-1%	-1%	-3.9%
CC(C)N1CCC(=NNC(=O)c2ccccc2[N+](=O)[O-])CC1	-4%	0.4%	2.4%[50 µM]	-5%	-1.9	72	-6%	11%	4%	-1.9%
Cc1cccc(NC(NC(=O)Cc2ccccc2)C(Cl)(Cl)Cl)c1 (stereo not drawn)	-2%	0.3%	-0.7%	5%	3.2	38	-10%	8%	-4%	0.5%
CCNc1nc(NCC)nc(N(n2cnnc2)S(=O)(=O)c2ccc(C)cc2)n1	-5%	-0.6%	1.0%[50 µM]	-19%	1.4	75	6%	13%	3%	1.5%
CN1CCc2c(n(CC(O)CN(CCO)CCO)c3ccccc23)C1=O (stereo not drawn)	11%	-0.1%	-0.2%	-29%	-0.4	83	-6%	5%[20 µM]	5%	-1.8%
O=C(O)CCCC(=O)N1CCN(c2cccc(Cl)c2)CC1	-1%	-0.3%	8.7%	30%	-1.0	52	4%	-17%	4%	-2.5%
CCOC(=O)C1(Cc2ccccc2C(F)(F)F)CCN(C2CCN(C(C)C)CC2)CC1	5%	-0.1%	0.2%	-36%	-0.8	35	-2%	-34%[20 µM]	7%	.
Cc1ccc(CNC(=O)CN(Cc2cccs2)C(=O)C2(C)CC(=O)N=C3C=CC=CN32)cc1 (stereo not drawn)	5%	0.2%	1.0%[50 µM]	-23%	0.2	55	-2%	2%	6%	-0.8%
Clc1ccc(Cn2ncc3c(N4CCCC4)ncnc32)cc1	-5%	-0.1%	0.2%	-23%	-0.1	43	-12%	-9%	8%	0.2%
COc1c(C)cc(C(=O)C2CCCN(C(=O)Cn3ccc(C)n3)C2)cc1C (stereo not drawn)	1%	0.2%	0.1%	-18%	1.4	65	10%	-14%[20 µM]	-7%	.
COc1ccc(-c2nn(-c3ccccc3)cc2/C=N/O)cc1OC	8%	-0.1%	-0.2%	-3%	2.4	43	-14%	33%	-1%	-4.3%

A portion of the library, so the mix of outcomes need not match the whole.
